# HTRA1 inh: inhibitors of human serine peptidase HTRA1 | Q92743 | recombinant HTRA1, FP-rhodamine activity-based probe, fluorescence polarization | inhibition, % at 5.96 µM | 340,000 tested, 0.5% active; in the data active = inhibition above about 36%;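 also: 0% = enzyme with DMSO and 100% = wells lacking enzyme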
# Target sequence (Q92743 whole entry, looked up): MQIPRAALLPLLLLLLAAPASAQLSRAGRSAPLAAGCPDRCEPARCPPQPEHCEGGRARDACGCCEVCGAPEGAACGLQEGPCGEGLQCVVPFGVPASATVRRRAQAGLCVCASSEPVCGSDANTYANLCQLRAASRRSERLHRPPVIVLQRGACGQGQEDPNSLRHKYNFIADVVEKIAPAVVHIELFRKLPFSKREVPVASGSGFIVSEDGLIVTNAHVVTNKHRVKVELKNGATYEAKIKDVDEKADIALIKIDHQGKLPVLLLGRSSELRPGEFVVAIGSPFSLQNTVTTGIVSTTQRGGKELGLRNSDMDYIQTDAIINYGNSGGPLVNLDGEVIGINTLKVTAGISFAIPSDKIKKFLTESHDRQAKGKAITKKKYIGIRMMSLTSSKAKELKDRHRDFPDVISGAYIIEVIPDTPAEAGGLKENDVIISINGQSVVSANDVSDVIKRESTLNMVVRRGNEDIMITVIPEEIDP
# rCAG binder: binds r(CAG) RNA repeats | r(CAG) RNA repeat, TO-PRO-1 dye displacement fluorescence | inhibition, % at 3 µM | 370,000 tested, 1.3% active;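 active = inhibition above the plate cutoff, the mean of all test compounds on that plate plus 3 SD, cut at about 35% in these data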;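 also: 0% = DMSO alone and 100% = 100 µM mitoxantrone as full dye displacement; higher means more dye released from RNA so lower well fluorescence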
# GC-B act: GC-B (human) receptor activation | P20594 | HEK293-GC-B cells, CNP EC30, cGMP TR-FRET; 0% at EC30 CNP, 100% saturating CNP | activation, % at 10 µM | 370,000 tested, 0.11% active;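 active = activation at 10 µM reaching about 35% in either raw or pattern-adjusted values, limit read from the data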
# SIAE primary: human SIAE inhibition, primary screen | inhibition, % at 9.66 µM | 370,000 tested, 0.69% active | SIAE FP-Rh probe binding, fluorescence polarization | AID 1053197 | Q9HAT2;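 active = inhibition above a cutoff: mean of compounds within the control limits plus 3 SD of those, cut at about 17% in these data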;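 also: 0% = plate median of compound wells and 100% = probe without SIAE protein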
# PRMT1 FP inh: inhibitors of human PRMT1; recombinant PRMT1, activity-based probe fluorescence polarization; inhibition, % at 2.79 µM; 370,000 tested, 1.3% active; AID 652257;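 active = inhibition above about 21% made by adding two undisclosed values, limit read from the data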
# Target sequence (Q99873 whole entry, looked up): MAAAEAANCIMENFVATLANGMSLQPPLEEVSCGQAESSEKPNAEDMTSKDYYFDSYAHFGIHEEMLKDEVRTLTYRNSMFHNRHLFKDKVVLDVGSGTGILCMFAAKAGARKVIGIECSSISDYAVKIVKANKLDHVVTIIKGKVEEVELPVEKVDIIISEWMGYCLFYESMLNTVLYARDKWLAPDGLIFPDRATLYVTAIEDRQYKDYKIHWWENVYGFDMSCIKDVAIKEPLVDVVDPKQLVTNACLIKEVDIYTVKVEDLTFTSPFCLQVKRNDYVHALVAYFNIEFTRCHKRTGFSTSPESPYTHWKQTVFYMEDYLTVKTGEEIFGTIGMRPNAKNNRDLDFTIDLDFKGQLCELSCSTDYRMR
# LEDGF integ inh: blocks HIV-1 LEDGF/p75-dependent DNA integration. AID 743269. TR-FRET IN-LEDGF/p75 DNA integration, Eu/Cy5. inhibition, % at 3.7 µM. 370,000 tested, 0.64% active;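 active = inhibition above the screen-wide mean plus 3 SD, cut at about 13% in these data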;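 also: signal is the Cy5 over europium emission ratio at 671 and 618 nm; 0% = plate median of compound wells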
# MBD2 DNA inh: MBD2-methylated oligo binding inhibition; 370,000 tested, 0.31% active; inhibition, % at 4.4 µM; TR-FRET, MBD2 binding to methylated oligonucleotide; AID 686964; Q9UBB5; in the data active = inhibition above about 13%
# TCR CD3 inh: blocks the human TCR-CD3 interaction | TAMRA-labeled TCR probe fluorescence, biochemical | inhibition, % at 9.4 µM | 360,000 tested, 0.37% active | AID 651800; in the data active = inhibition above about 19%;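 also: recombinant mutant TCR 2C K166C tagged with TAMRA read by polarization; 0% = receptor in buffer alone and 100% = receptor with positive control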
# TDP2 absorb: blocks human TDP2 phosphodiesterase activity | 370,000 tested, 0.34% active | AID 720702 | inhibition, % at 12.8 µM | recombinant TDP2, T5PNP hydrolysis, p-nitrophenol absorbance 415 nm;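 active = inhibition above the mean of all tested compounds plus 3 SD, set per campaign, cut at about 25% in these data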;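 also: 0% = DMSO with enzyme and 100% = buffer with substrate but no TDP2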
#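 test system = human TDP2 enzyme | input = TDP2 enzyme at 120 nM final | medium = 50 mM Tris-HCl pH 7.5 with Mg2+, KCl, DTT, BSA | also added = T5PNP substrate, 5 mM | times = 2 h at 37 °C | technique = epi absorbance | benchmarks = high control without enzyme, low control DMSO plus TDP2 | replication = each compound tested once, singlicate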
# ABHD4 inh: inhibitors of mouse ABHD4; 370,000 tested, 0.54% active; Q8VD66; purified mABHD4, FP-Rh probe fluorescence polarization; inhibition, % at 8.92 µM;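 active = inhibition exceeding the mean over every tested compound plus 3 SD, cut at about 30% in these data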;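 also: 0% = plate median of compound wells and 100% = S159A mutant with DMSO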
#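 Assay system: mouse ABHD4 enzyme, wild type / Also added: fluorescent activity-based probe FP-Rh / Doses: single nominal dose of 8.92 µM, 0.89% DMSO final / Timing: 45 min compound pre-incubation plus 60 min probe step, 25 °C / Signal: FP readout, ex 525 nm / em 598 nm / Control set: S159A mutant/DMSO as 100%, compound-well median as 0%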
# Active calls of the source: *; . = not tested or not shown. Only part of the results is shown, so the mix of outcomes need not match the whole.
SMILES,HTRA1 inh,rCAG binder,GC-B act,SIAE primary,PRMT1 FP inh,LEDGF integ inh,MBD2 DNA inh,TCR CD3 inh,TDP2 absorb,ABHD4 inh
O=C(N/N=C/c1ccco1)C1(O)c2ccccc2-c2ccccc21,.,2,-3,2,1,4,-8,12,-5,5
COc1ccc(/C=N/NC(=O)c2cccc(NC(=O)c3ccccc3Cl)c2)cc1OC,-28,5,6,-16,3,0,4,-3,0,-10
COc1ccccc1NC(=S)N1CCCC1,0,-1,-1,0,-3,-2,4,-6,6,-12
COc1ccc(C(c2nnnn2C(C)(C)C)N2CCN(C/C=C/c3ccccc3)CC2)cc1 (stereo unspecified),.,-1,-7,-6,35*,4,-2,-6,-20,-2
O=C1c2ccccc2NC(c2cccc(O)c2)N1NS(=O)(=O)c1ccccc1 (stereo unspecified),-4,1,-3,8,1,0,4,7,1,-3
Cc1ccccc1COc1ccc(/C=C(\C#N)C(N)=O)cc1,-6,-2,-7,-1,-5,-5,-3,9,1,-12
O[C@@H]1CN(Cc2cccs2)[C@@H](c2ccc(Cl)cc2)C[C@H]1n1cc(C2CC2)nn1,-8,7,1,2,0,-1,-2,8,3,-7
O=C(CCN1C(=O)COc2ccccc21)NCCCN1CCN(c2ccc(F)cc2)CC1,4,-5,1,-3,-1,0,2,-2,7,2
CC(N=C1NS(=O)(=O)c2ccccc21)c1ccccc1 (stereo unspecified),5,-2,5,10,1,2,-5,2,-3,-14
COc1cc(C=C2C(=O)C=CC2=O)ccc1O,.,73*,21,9,91*,93*,102*,16,9,37*
CCOC(=O)c1cc(-c2ccc3c(c2)OCO3)nc2onc(C)c12,-4,2,1,-4,0,-1,0,5,4,1
C[C@H](NC(=O)[C@H](Cc1ccccc1)n1c(=O)[nH]c2ccccc2c1=O)C(=O)N1CCC(C(=O)O)CC1,4,2,-4,0,1,-3,1,5,-2,6
COc1ccc(N2CC(C(=O)NCCc3c[nH]c4ccccc34)CC2=O)cc1 (stereo unspecified),9,3,3,-2,-2,1,3,7,-2,1
COc1ccccc1-c1nnc(SCC(=O)N2CCC(C)CC2)o1,-3,-4,-2,0,-1,3,0,1,-13,1
O=C(COC(=O)CCc1ccccc1)NNC(=O)c1ccccc1,7,1,1,-6,-2,3,0,5,-19,1
Cc1ccc(S(=O)(=O)N2CCN(C(=O)COC(=O)c3ncc(Cl)c(Cl)c3Cl)CC2)c(C)c1,-3,9,3,-1,4,-4,-2,2,-15,-1
O=C(NCCOCCOCCNC(=O)c1ccccc1)c1ccccc1,-3,0,3,-2,-7,-1,-6,5,-7,2
CC(/C=C/c1ccco1)=N\NC(=O)c1cccnc1,-6,11,2,5,7,11,-5,12,10,2
CCc1c(O)nc(SCC(=O)N(CC)CC)[nH]c1=O,-2,-2,6,-1,10,2,-2,-12,3,6
COc1ccc(S(=O)(=O)N2CCC(C(=O)N[C@H](C(=O)NCc3ccncc3)C(C)C)CC2)cc1,-5,-2,-7,4,1,-1,1,-5,-8,5

# Entries listed so far shown as hits in LEDGF integ inh:
Molecule | HTRA1 inh | GC-B act | SIAE primary | PRMT1 FP inh | LEDGF integ inh | MBD2 DNA inh | TCR CD3 inh | TDP2 absorb | ABHD4 inh
COc1cc(C=C2C(=O)C=CC2=O)ccc1O | . | 21 | 9 | 91* | 93* | 102* | 16 | 9 | 37*

# Record cards, as listed above. Values in the order: HTRA1 inh, rCAG binder, GC-B act, SIAE primary, PRMT1 FP inh, LEDGF integ inh, MBD2 DNA inh, TCR CD3 inh, TDP2 absorb, ABHD4 inh
# O=C(N/N=C/c1ccco1)C1(O)c2ccccc2-c2ccccc21 reads ., 2, -3, 2, 1, 4, -8, 12, -5, 5
# O=C(COC(=O)CCc1ccccc1)NNC(=O)c1ccccc1 reads 7, 1, 1, -6, -2, 3, 0, 5, -19, 1

# Next structures.
SMILES,HTRA1 inh,rCAG binder,GC-B act,SIAE primary,PRMT1 FP inh,LEDGF integ inh,MBD2 DNA inh,TCR CD3 inh,TDP2 absorb,ABHD4 inh
Nc1ccn([C@@H]2O[C@H](CNCc3cccc(OC4CCCC4)c3)[C@@H](O)[C@H]2O)c(=O)n1,0,2,-3,3,-3,-9,4,-2,11,4
NC(=O)c1sc2nc3c(cc2c1N)CCCCCC3,9,-1,-2,6,2,1,-3,-3,-14,5
COC(=O)C1=CN(c2ccc(OC)cc2OC)C(N)=C(C#N)C1c1cccc([N+](=O)[O-])c1 (stereo unspecified),.,9,-4,3,-3,6,-7,-1,-6,2
COc1ccc(NC(=O)NC2CCCCC2C)cc1 (stereo unspecified),-2,-2,0,2,1,3,1,-2,8,-1
COCCCNC(=S)Nc1cc(C)c(C)cc1C,4,-5,2,0,-3,1,2,-2,-16,5
O=C(O)c1ccc(CSc2nnc(COc3ccccc3)o2)cc1,-4,3,0,-6,2,-4,-2,-9,-8,2
Cc1cc(C)c(C)c(S(=O)(=O)N(C)CCc2ccccn2)c1C,-2,-2,3,-2,-1,1,-5,4,-9,1
CCC(OC(=O)C1=Cc2ccccc2OC1)C(=O)NCc1ccco1 (stereo unspecified),-7,-4,-2,1,1,-5,1,-2,-3,-3
Cc1ccccc1Cn1cc(NC(=O)c2cc(C3CC3)on2)cn1,-6,-4,1,3,-1,-1,2,-1,16,-3
CC(C)Oc1ccc(/C=N/NC(=O)c2nnn(-c3nonc3N)c2CN(C)c2ccccc2)cc1,-28,5,4,9,-2,0,0,10,4,-9
Cc1nc(C(=O)O)nn1-c1ccc([N+](=O)[O-])cc1,8,8,2,2,-1,-2,3,1,-5,1
O=C(NNC1CC(=O)N(c2ccc(Br)cc2)C1=O)c1ccccn1 (stereo unspecified),8,10,-1,1,1,0,0,-1,-8,4
CCc1ccc(/C=C/c2c[nH]c3ccccc23)[n+](CC)c1,3,-3,-9,7,2,0,-6,-1,0,8
CC1CCC2(CC1)NC(=O)N(CC(=O)NC1(C#N)CCCCC1)C2=O (stereo unspecified),0,-3,3,-7,-3,4,2,10,-10,-5
COCC(COS(N)(=O)=O)C(C)C (stereo unspecified),9,-3,2,-2,-2,2,0,1,0,3
CC1CC(C)CN(C(=O)COC(=O)C2CCN(S(=O)(=O)c3ccc4c(c3)OCCO4)CC2)C1 (stereo unspecified),0,-3,1,-14,-3,1,-5,-1,-25,0
CCn1c(-c2cccn(Cc3ccccc3)c2=O)n[nH]c1=S,3,-1,1,3,-1,1,-3,-1,7,-3
CCN1CCN(CC(=O)N/N=C/c2cc(Br)cs2)CC1,9,1,2,6,5,1,-1,-3,6,15
O=C(NC1CC1)C(Cl)c1ccccc1 (stereo unspecified),-3,2,-4,-4,-2,-3,-5,8,-14,4
O=C(NC(=S)Nc1ccc(NC(=O)c2ccco2)cc1)c1ccccc1,-4,1,-5,1,-1,2,3,4,7,-3
O=C(/C=C/c1ccccc1)NC1CCSC1=O (stereo unspecified),8,-1,4,1,-1,0,-8,8,-1,4
Cn1c(C(=O)Nc2ccc3c(c2)OCO3)cc2c(=O)n(C)c3ccccc3c21,1,7,-2,4,2,-2,1,-3,2,4
O=C(c1ccccn1)c1ncc(C(F)(F)F)cc1Cl,5,1,5,-3,-5,0,-2,-2,4,-3
COc1ccc(C(=O)COC(=O)c2cc(=O)c3ccccc3o2)c(OC)c1,-2,7,-7,6,-3,4,-1,7,11,0
CCc1ccc2oc(C(=O)N3CCN(c4ccc(OC)cc4)CC3)cc(=O)c2c1,-1,-8,-2,1,1,-2,1,5,5,4
CCCSc1ccc(-c2nn(-c3ccccc3)cc2/C=C(/C#N)C(=O)NCCCOC)cc1,-4,1,-6,-6,0,0,7,-1,3,-2
CCOc1ccc(NN=C(C(=O)OC)C(=O)OC)c([N+](=O)[O-])c1,4,-2,-6,-4,-7,-1,0,1,5,-2
Nc1nnc2cc(Cl)ccc2n1,2,5,-3,-3,10,-6,1,-3,5,-3
CC1CCCN(S(=O)(=O)c2ccc(CN3C(=O)c4cccnc4C3=O)cc2)C1 (stereo unspecified),-3,-3,1,3,4,2,7,-4,1,-7
CCN(CC)c1ccc(NC(=O)CSc2ccsc2[N+](=O)[O-])c(C)c1,29,17,2,10,1,-1,-2,10,-2,23
COc1ccc(OCCN2CCN(C(=O)c3ccc(OC)cc3)CC2)cc1,-6,-10,5,5,2,-3,4,-4,-9,0
Cc1cccc(OCC(O)Cn2c(NCCCOC(C)C)nc3c2c(=O)[nH]c(=O)n3C)c1 (stereo unspecified),7,-9,-6,3,-2,-1,0,3,1,3
COc1ccc(S(=O)(=O)Nc2ccc(F)cc2)cc1N(C)S(=O)(=O)c1ccc(Cl)cc1,-46,5,0,-1,0,0,-3,5,-5,-6
COc1ccc(/C(O)=C/C(=O)C(=O)Nc2c(C)n(C)n(-c3ccccc3)c2=O)cc1,-6,13,2,3,0,1,4,-3,-4,3
COc1ccc(C2c3sc(=O)[nH]c3SC3C4CCC(C4)C23)cc1 (stereo unspecified),-15,7,-3,3,3,-3,0,-4,-2,1
O=C(Nc1ccccc1[N+](=O)[O-])OCC=Cc1ccccc1,-15,2,4,-1,5,-1,10,-2,-5,-12
CCOC(=O)N1CCN(C(=O)c2ccc(CNS(=O)(=O)c3ccc(OC)cc3)cc2)CC1,-2,-3,-9,2,0,2,2,2,5,6
Cc1ccc(-n2c(SCC(=O)NCc3ccco3)nc3sc4c(c3c2=O)CC(C)(C)SC4)cc1,-9,5,-4,-24,2,3,4,-3,-6,4
O=C(COC(=O)c1cc([N+](=O)[O-])ccc1N1CCOCC1)NCc1ccc(F)cc1,-5,-5,2,2,-3,1,4,5,-8,8
COCCCN(CC(=O)O)S(=O)(=O)c1ccccc1,4,-2,11,4,-1,1,-1,11,4,5
COc1ccc(C(=O)N/N=C(\C)Cn2nc([N+](=O)[O-])cc2C)cc1,0,1,3,10,-1,-1,3,0,-9,0
CSc1ccccc1C(=O)N1CCC(CCC(=O)NCc2ccc(F)cc2)CC1,1,-8,2,1,1,5,-7,12,-6,8
O=C(Nc1ccccc1Cc1ccccc1)c1oc2ccccc2c1COc1ccccc1,-1,2,5,-11,-1,2,-5,-2,-5,1
CC1CC(Nc2ccccc2)c2ccccc2N1C(=O)c1ccccc1F (stereo unspecified),2,-3,-1,0,-2,2,-1,-4,-15,5
O=CNc1ccc2c(c1)Cc1cccc(NC=O)c1-2,8,5,-6,14,-4,-2,-4,4,1,11
CN(c1ccccc1)S(=O)(=O)c1cccc(NC(=O)c2ccc(=O)[nH]c2)c1,-15,6,1,-4,-4,0,0,2,-6,-2
O=C(CCNS(=O)(=O)c1cccs1)NC1CCN(Cc2ccccc2)CC1,7,0,3,-3,1,-1,2,0,-3,0
CCOC(=O)c1c(N)sc(C(O)(C(F)(F)F)C(F)(F)F)c1-c1ccccc1,0,-2,4,9,-1,-4,-5,0,-8,-40
CC(=O)Nc1cc2nc(C)n(Cc3ccc([N+](=O)[O-])cc3)c2nc1C,2,3,0,-6,1,0,-1,-2,5,1
Cc1ccc(C)c(NC(=O)COC(=O)c2cccc3c2C(=O)c2ccccc2C3=O)c1,2,1,8,2,1,2,-1,10,-2,-1
